Scp1 inh: Scp-1 (human) phosphatase inhibition | inhibition, % at 20 µM | 340,000 compounds, 0.88% hits | AID 493091 | Recombinant Scp1, phosphopeptide, malachite green phosphate absorbance;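 active means inhibition above about 50% at 20 µM, limit read from the data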;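 further: plate controls were DMSO wells with enzyme for no effect and wells lacking enzyme for full effect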
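Times: enzyme reaction 45 min at room temperature, colour 5 min, stabilisation 30 min. Material: SCP-1 catalytic fragment, aa 76-261. Medium: Acidic Tris acetate buffer with magnesium and detergent. Signal: colorimetric free-phosphate detection, absorbance 630 nm. Read-out basis: % inhibition of SCP-1 phosphate liberation. Reagent: Phosphorylated 17-residue peptide substrate.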
STEP block: STEP (human) phosphatase inhibition | recombinant STEP, OMFP fluorogenic substrate, fluorescence | P54829 | 360,000 compounds, 0.25% hits | inhibition, % at 20 µM;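 active means inhibition at 20 µM, scaled per plate between control wells, above about 37%, limit read from the data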;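 further: 0% = DMSO with enzyme and substrate and 100% = substrate only without enzyme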
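System: isolated STEP enzyme; schedule: 20 min enzyme reaction at room temperature, protected from light; medium: Bis-Tris buffer pH 6.0, 2.5 mM DTT, 0.005% Tween 20; signal: fluorescence, 480/540 nm; dosing: single compound dose of 20 µM, 1% DMSO final; also added: OMFP substrate, 25 µM final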
NadD block: blocks S. aureus nicotinate mononucleotide adenylyltransferase. purified NadD enzyme, colorimetric absorbance read-out. inhibition, % at 20 µM. 360,000 compounds, 0.78% hits; in the data active means inhibition above about 26%; further: some compounds past the cut are filed as inactive
SUMO1-SIM PPI: SUMO1-SIM interaction modulation; P63165; 360,000 compounds, 0.33% hits; inhibition, % at 20 µM; AID 602429; SUMO1 binding to a labelled peptide, TR-FRET, 1 h; in the data active means inhibition above about 37%
Neddylation inh: blocks human cullin neddylation. P61081+Q13564. TR-FRET cullin neddylation, biochemical. calls only at 25 µM. 360,000 compounds, 0.58% hits. AID 651699; in the data active means inhibition above about 36%
DNMT1 inh: blocks human DNA methyltransferase DNMT1. P26358. 360,000 compounds, 0.83% hits. inhibition (reported as % activation of signal), % at 10 µM. DNMT1 molecular beacon, Hinp1I cleavage, fluorescence; in the data active means inhibition above about 50%
LMPTP inh: blocks human LMPTP phosphatase | recombinant LMPTP-A, OMFP fluorogenic substrate, fluorescence intensity | inhibition, % at 20 µM | P24666 | 360,000 compounds, 0.22% hits;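 active means compounds that cut the enzyme signal by at least half of the control window in the single-dose screen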;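 further: plate controls were DMSO wells with enzyme plus substrate for no effect and substrate without enzyme for full effect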
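Assay system: LMPTP-A, protein tyrosine phosphatase of low molecular weight / Medium: pH 6.0 Bis-Tris buffer with DTT and Triton X-100 / Schedule: 50 min enzyme reaction at room temperature, protected from light / Measured by: endpoint fluorescence intensity from OMFP dephosphorylation / Read-out basis: % inhibition relative to no-enzyme and uninhibited control wells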
CendR NRP1 mod: modulators of CendR peptide binding to human neuropilin-1 | AID 602438 | inhibition, % at 25 µM | FAM-RPARPAR peptide binding to NRP-1, fluorescence polarization | 360,000 compounds, 0.85% hits;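 active means inhibition or corrected inhibition above about 18%, plus a signal ratio from 0.5 to 1.5, limit read from the data, passing the limit was not always enough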; further: strong numbers were not always called active
Target sequence (O14786 whole entry, looked up): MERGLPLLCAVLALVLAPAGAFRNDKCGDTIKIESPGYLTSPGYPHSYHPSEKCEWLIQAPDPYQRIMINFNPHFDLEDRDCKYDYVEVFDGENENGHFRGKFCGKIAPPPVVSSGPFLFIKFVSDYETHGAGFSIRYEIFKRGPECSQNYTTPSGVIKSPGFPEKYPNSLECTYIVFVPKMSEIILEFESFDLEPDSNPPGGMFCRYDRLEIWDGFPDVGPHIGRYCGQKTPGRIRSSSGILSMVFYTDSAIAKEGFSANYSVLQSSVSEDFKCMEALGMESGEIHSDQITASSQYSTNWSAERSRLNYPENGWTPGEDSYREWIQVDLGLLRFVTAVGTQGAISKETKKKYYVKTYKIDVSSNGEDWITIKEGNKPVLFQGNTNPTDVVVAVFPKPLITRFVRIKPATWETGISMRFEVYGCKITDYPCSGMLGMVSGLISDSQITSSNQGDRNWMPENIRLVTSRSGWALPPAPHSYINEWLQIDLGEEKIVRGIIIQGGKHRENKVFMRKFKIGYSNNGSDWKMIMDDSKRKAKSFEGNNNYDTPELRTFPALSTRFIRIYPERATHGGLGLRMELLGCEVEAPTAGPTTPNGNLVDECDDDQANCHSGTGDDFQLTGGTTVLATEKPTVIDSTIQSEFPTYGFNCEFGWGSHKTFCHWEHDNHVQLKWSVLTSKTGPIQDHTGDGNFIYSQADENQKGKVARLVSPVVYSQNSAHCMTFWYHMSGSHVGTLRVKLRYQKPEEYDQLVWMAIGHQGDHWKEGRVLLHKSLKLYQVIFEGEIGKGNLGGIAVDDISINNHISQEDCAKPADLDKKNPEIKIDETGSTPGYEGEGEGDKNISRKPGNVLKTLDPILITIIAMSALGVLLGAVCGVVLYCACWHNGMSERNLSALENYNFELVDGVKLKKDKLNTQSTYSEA
Tb MetRS inh: blocks T. brucei methionyl-tRNA synthetase activity. purified T. brucei MetRS, ATP depletion, Kinase-Glo luminescence. inhibition, % at 11.9 µM. 360,000 compounds, 0.4% hits;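 active means inhibition above a per-plate cutoff of the control wells' mean inhibition plus 3 SD, cut at about 5.5% in these data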;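 further: 0% = DMSO wells median and 100% = median of wells with control inhibitor compound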
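Dosing: 11.9 µM single point; system: parasite MetRS enzyme; technique: luminescence of leftover ATP; times: 15 min enzyme-compound preincubation, 2 h reaction, 10 min detection, 25 °C; replicates: each compound tested once; read-out basis: percent inhibition relative to median high and low control wells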
SKN-1 block: blocks SKN-1 activity in C. elegans; C. elegans VP596 Pgst-4::GFP/RFP ratio, acrylamide-induced, 24 h; inhibition, % at 21.8 µM; 360,000 compounds, 0.49% hits; AID 624304;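 active means interference check ratio from 0.5 to 1.5 plus GFP to RFP signal ratio inhibition reaching or exceeding a fixed threshold, cut at about 30% in these data, passing the limit was not always enough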; further: some compounds called inactive have numbers as strong as hits
The depositor's hits bear a star; i = inactive; . = not tested or not shown.

Molecule	Scp1 inh	STEP block	NadD block	SUMO1-SIM PPI	Neddylation inh	DNMT1 inh	LMPTP inh	CendR NRP1 mod	Tb MetRS inh	SKN-1 block
COc1cc(OC)cc(C(=O)Nc2cccc3nc(C)ccc23)c1	-3	-4	-3	3	i	-2	1.5	1	-0.5	12
CCNC(=O)CON=C1c2ccccc2-c2ccccc21	-9	1	-6	-13	i	15	-0.4	7	-1.1	7
CCOC(=O)c1c(NC(=O)CSc2nc3ccccc3s2)sc(C(C)=O)c1C	-5	3	-1	6	i	-5	2.8	-3	-0.8	17
COC(=O)c1sccc1NC(=O)CC1C(=O)NCCN1C(=O)c1ccc(N(C)C)cc1 (stereo unspecified)	-4	4	-3	4	i	-2	-0.4	13	0.1	10
Cc1ccc(C(=O)NNC(=O)c2ccoc2C)s1	-7	0	-2	4	i	7	-1.8	-4	-0.3	-11
CCOC(=O)[C@]12CCCC=C1N(Cc1ccccc1)C(=O)[C@H](CC(=O)NCCCOC)C2	.	.	.	4	i	.	-0.5	7	0.2	2
COc1ccc(OC)c(CN(CCN2CCOCC2)C(=O)Nc2ccccc2)c1	-3	1	-6	1	i	8	-1.8	-2	0.7	-3
Cc1ccc(-c2cn3cc(C)ccc3n2)cc1	-1	-3	-1	-4	i	3	2.0	-4	-1.6	14
CCn1cc(S(=O)(=O)Nc2cc(C(=O)OC)ccc2C)cn1	-13	2	-4	6	i	1	-0.5	8	-0.1	-5
COc1ccc(C(C)(C)C)cc1NC(=O)CN1C(=O)C(=O)N(Cc2ccco2)C1=O	-12	4	-8	-2	i	-1	1.4	-11	-0.4	-8
CC(C)(c1cc(Cl)c(O)c(CN2CCOCC2)c1)c1cc(Cl)c(O)c(CN2CCOCC2)c1	-8	2	-4	4	i	-11	-0.2	10	-0.2	-6
Cc1cnc(NCCc2ccccc2)s1	-5	-1	-7	2	i	1	-0.1	10	-0.7	-6
COc1ccc(Cc2nc3ccc(C(=O)NC(C)c4cn(C)nc4C)cc3o2)cc1 (stereo unspecified)	-3	-3	0	-2	i	0	-0.6	6	0.0	10
Cc1cc(C)cc(NC(=O)COC(=O)CNC(=O)C2CCCCC2)c1	-3	3	-2	3	i	-1	0.3	-5	0.3	7
O=C(N/N=C/c1ccc2c(c1)OCO2)c1ccc(COCC(F)(F)C(F)F)cc1	72*	9	-4	6	.	7	25	-3	-0.4	14
COc1cc2c(cc1OC)-c1nnc(C)n1C1(CCCC1)C2	-3	-1	1	6	i	1	1.5	13	-0.4	9
Cc1ccc(N(C)S(=O)(=O)c2cccc(C(=O)OCC(=O)c3c(N)n(C)c(=O)n(C)c3=O)c2)cc1	34	-2	5	0	i	-7	2.1	-14	-0.5	-6
O=C(NCCc1ccccc1)c1ccc2nccnc2c1	-6	-1	-6	-12	i	0	0.1	13	0.5	4
COCCCNCC1C(Oc2ccc(Cl)cc2)C(=O)N1c1ccccc1C (stereo unspecified)	-6	-1	-11	5	i	13	-1.5	-3	-0.7	11
Nc1ccc(S(=O)(=O)Nc2nccc(/C=C/c3ccc(Cl)cc3)n2)cc1	1	-2	4	-2	i	2	-1.6	5	0.7	8
CC(=O)N1CCN(c2ccc(NCc3ccc(C(C)C)cc3)cc2)CC1	-8	1	4	-5	i	-18	-0.5	5	0.1	36*
COc1ccc(OC)c(NC(=O)c2c(NC(=O)CCC(=O)O)sc3c2CCCCC3)c1	-5	6	3	3	i	-14	0.1	-6	-0.8	3
O=C(CNC(=O)c1cccc(OC(F)F)c1)OCn1nnc2ccccc2c1=O	9	3	-2	-2	i	0	0.5	10	-0.2	13
CCc1onc(C)c1C(=O)O	5	0	-9	-2	i	1	0.3	-2	0.0	1
CSc1nsc(NN)n1	.	-2	-8	-2	i	4	-0.3	3	0.1	-3
COCCCn1c(=NC(=O)c2ccncc2)c(C#N)cc2c(=O)n3cccc(C)c3nc21	-4	-4	8	-18	i	10	0.0	-10	0.3	-6
CC(C)N1C(=O)S/C(=C\c2ccc(-c3ccc(Cl)c(C(=O)O)c3)o2)C1=O	68*	9	0	-8	i	29	-0.5	-28	0.2	-9
CC(=O)c1cccc(NC2c3ccccc3C(=O)N2Cc2ccc3c(c2)OCO3)c1 (stereo unspecified)	-12	2	-5	0	i	-1	-1.1	6	-0.5	-6
CCOP(=O)(c1ccc(N(C)C)cc1)C(O)c1cc(OC)c(OC)c(OC)c1 (stereo unspecified)	-7	-3	5	0	i	-2	-2.0	-9	-0.3	-16
O=C(CSc1n[nH]c(=O)n1-c1ccccc1)N1CCOCC1	-3	0	-5	-4	i	3	-2.4	6	-0.8	-14
CCOc1cccc(C(=O)Nc2cccc(-c3nc4ncccc4o3)c2C)c1	-2	-3	0	-3	i	0	-1.3	-2	-0.6	4
CC(C(=O)NC1=NCCS1)N1C(=O)C2CC=CCC2C1=O (stereo unspecified)	-2	4	2	-1	i	3	0.1	-5	0.0	4
Cc1cc(-c2n[nH]c(=S)n2/N=C/c2cccs2)n[nH]1	1	1	3	-1	i	-1	-0.4	-10	-0.6	4
CC(C)OC(=O)Nc1ccc2c(c1)N(C(=O)CCN(C)C)c1ccccc1CC2	-1	3	0	1	i	-6	-0.5	6	1.2	7
Cc1nccn1CC(O)COc1ccccc1 (stereo unspecified)	0	-3	6	-1	i	0	2.7	13	-0.1	4
Cc1cccc(C(=O)Nc2sc3c(c2C(=O)O)CCC3)c1	-8	0	-1	3	i	2	0.3	6	0.0	5
CC(Oc1ccc(F)cc1)C(=O)Nc1cc(S(=O)(=O)N2CCOCC2)ccc1N1CCN(C)CC1 (stereo unspecified)	13	0	5	-5	i	2	-2.3	8	-0.3	-12
Cc1cc(C)n(CCNC(=O)c2cc(COc3ccc(F)cc3Cl)on2)n1	-3	0	-4	-3	i	4	-0.2	4	0.0	10
COc1cccc(S(=O)(=O)N(C)C[C@@H]2OCc3cn(nn3)CCCC(=O)N([C@H](C)CO)C[C@H]2C)c1	.	-1	-1	4	i	5	0.0	-3	-2.3	-4
Cn1cc(C(=O)NC2C3CC4CC(C3)CC2C4)cn1 (stereo unspecified)	2	-3	1	0	i	2	-0.1	0	0.0	14
O=C(Nc1ccccc1N1CCN(C(=O)c2ccccc2)CC1)c1ccccc1Cl	-7	3	-1	1	i	-2	-1.7	8	2.4	15
O=C(COC(=O)c1ccncc1)Nc1ccccc1	-3	-1	-1	5	i	-3	-1.1	-6	-0.2	13
O=C(CSC(=S)N1CCCCC1)c1ccccc1	-1	1	0	1	i	6	0.4	-4	-4.5	-3
CCNC(=O)C(=O)Nc1ccc([N+](=O)[O-])cc1	3	1	-1	-17	i	5	1.4	5	-1.0	8
COc1ccccc1N1C(=O)c2ccc(C(=O)Nc3nccs3)cc2C1=O	-1	2	7	-13	i	1	-0.9	9	-0.4	-2
CC(C)NCC(O)COc1ccc(Br)cc1 (stereo unspecified)	3	0	3	0	i	-1	-1.2	2	-0.1	-11
CCC(C)Oc1ccc(/C=C/c2[nH]c(=O)[nH]c(=O)c2[N+](=O)[O-])cc1OC (stereo unspecified)	-2	-2	5	-1	i	3	-1.0	-23	0.0	-11
CCN(CC)CCCNC(=O)/C(=C\c1cccn1C)NC(=O)c1cccs1	-1	0	-4	0	i	1	-0.3	-7	-0.1	1
CCOC(=O)C1CCN(C/C=C/c2ccccc2)CC1	-4	0	-1	0	i	-5	-2.8	18	-0.7	14
CCn1c(SCC(=O)N2c3ccccc3CCc3ccccc32)nc2c1c(=O)n(C)c(=O)n2C	2	13	-2	0	i	7	-0.4	10	-0.9	2

An excerpt of these results, with two lines to a compound.
Below each SMILES: Scp1 inh	STEP block	NadD block	SUMO1-SIM PPI	Neddylation inh	DNMT1 inh	LMPTP inh	CendR NRP1 mod	Tb MetRS inh	SKN-1 block
> O=C(CSc1n[nH]c(=O)n1-c1ccccc1)N1CCOCC1
→ -3	0	-5	-4	i	3	-2.4	6	-0.8	-14
> CCOc1cccc(C(=O)Nc2cccc(-c3nc4ncccc4o3)c2C)c1
→ -2	-3	0	-3	i	0	-1.3	-2	-0.6	4

Other compounds follow.
Molecule	Scp1 inh	STEP block	NadD block	SUMO1-SIM PPI	Neddylation inh	DNMT1 inh	LMPTP inh	CendR NRP1 mod	Tb MetRS inh	SKN-1 block
O=c1c2ccccc2nnn1CSc1nnc(-c2ccc3c(c2)OCO3)o1	-5	0	1	-8	i	1	1.2	-1	-1.1	-26
Nc1c(C(=O)N/N=C/c2ccc(F)cc2)oc2nc(-c3ccccc3)cc(-c3ccco3)c12	-7	0	11	-8	i	4	0.1	-66	-0.6	-5
O=c1[nH]c(=S)c2c(n1-c1ccccc1)CCC2	-6	-7	3	-7	i	2	-3.1	-9	-0.4	-5
CCn1cc(C(=O)NCCc2ccccc2C)c(=O)c2ccc(C)nc21	-4	-2	0	-3	i	-1	-1.5	-3	-0.4	-5
O=C(O[C@H]1[C@H](Cc2ccccc2)NS(=O)(=O)[C@H]2C[C@@H]3C=C[C@]12O3)c1ccc([N+](=O)[O-])cc1	-6	-1	1	-20	i	0	1.9	-11	-0.5	3
O=C(Nc1ccc(CN2CCCCC2)cc1)c1sc2ccccc2c1Cl	-2	-6	-5	-8	i	1	0.3	1	-0.3	30
